Screening data deposited in PubChem by National Center for Advancing Translational Sciences (NCATS).
Menin-MLL TR inh = inhibitors of human menin-MLL interaction, mutant MLL peptide | hit rate 0.23% among 270,000 | Menin + Texas Red MLL mutant peptide, fluorescence polarization | AID 1768 | Potency, µM (highest dose often 61.6 µM), for the others: at the highest dose FP activity change, negative = inhibition, hits mostly inhibitors; active = well fitted inhibition curve with a large enough effect in the polarisation, with a control signal flat, not every such curve was filed as active; inconclusive = small, poorly fitted or top-dose-only effect, or effect the other way, or a change in a side signal; inactive = no such curve, though single readings can be large or run the other way; the % refers to the polarisation; also: potency is read from the fitted curve at half-maximal effect; % of control where 0% means no effect; many of its hits are not listed in these tables
TCR act = activators of T cell receptors; 330,000 tested, under 10 active; AID 504894; primary human leukocytes, anti-CD3, IL-2 HTRF, 48 h; Potency, µM (highest dose often 9.22 µM), inactives show top-dose activation of IL-2 secretion, most hits filed as activators; also: % of control where 0% means no effect
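48 hr co-incubation of compounds, a-CD3 beads and primary human leukocytes; IL-2 quantified homogeneously by HTRF with anti-IL-2 K and d2 conjugates.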
S-ASM inh = blocks human secretory acid sphingomyelinase; P17405; hit rate 0.006% among 340,000; Potency, µM (series often up to 57.5 µM), inactives show at the highest dose activity change, negative = inhibition, usual class: inhibitors; AID 504937; placental ASM, HMU-PC fluorogenic substrate, 60 min; also: potency is read from the fitted curve at half-maximal effect
Target sequence (P17405 47-631 limits assumed): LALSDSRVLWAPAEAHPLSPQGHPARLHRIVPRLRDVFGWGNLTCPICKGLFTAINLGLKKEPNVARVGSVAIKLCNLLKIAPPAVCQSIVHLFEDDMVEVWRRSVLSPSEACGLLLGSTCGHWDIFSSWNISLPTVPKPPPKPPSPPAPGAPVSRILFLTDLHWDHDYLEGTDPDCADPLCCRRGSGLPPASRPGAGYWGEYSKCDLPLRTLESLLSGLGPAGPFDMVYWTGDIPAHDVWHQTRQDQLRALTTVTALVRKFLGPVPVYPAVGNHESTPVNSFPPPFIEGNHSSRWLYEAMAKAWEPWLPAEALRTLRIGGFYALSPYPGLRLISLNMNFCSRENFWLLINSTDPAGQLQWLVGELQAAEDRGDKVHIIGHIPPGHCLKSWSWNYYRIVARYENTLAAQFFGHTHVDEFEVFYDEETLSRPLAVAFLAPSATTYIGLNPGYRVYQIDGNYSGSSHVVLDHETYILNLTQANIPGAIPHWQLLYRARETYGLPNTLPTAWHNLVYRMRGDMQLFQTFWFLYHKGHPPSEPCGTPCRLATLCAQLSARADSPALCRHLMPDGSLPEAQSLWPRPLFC
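Human placenta-derived ASM preincubated with compound 10 min at room temperature, then reacted with 9 uM (final) fluorogenic HMU-PC substrate for 60 min at 37 C. Stop solution raises pH to 10; fluorescence read at Ex 386/Em 447 nm.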
TSHR antag = human thyrotropin receptor antagonism | TSHR-expressing cells, TSH-stimulated cAMP HTRF, 2 h; hits give low values | hit rate 0.2% among 330,000 | P16473 | activity change, negative = inhibition, % at 11.5 µM;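 active = activity change below a set negative limit, meaning inhibition stronger than a set level, cut at about -70% in these data; inconclusive = activity change between two set negative limits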; also: % is scaled to controls: 0 for no effect and ±100 for the full control effect
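TSHR-expressing cells were treated with compounds, then stimulated with TSH at EC80 (4nM final) for 2 hours at 37 deg C. Cellular cAMP was measured by HTRF competition between lysate cAMP and cAMP-d2 for a cryptate-labelled anti-cAMP antibody.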
Mito fusion act = mitochondrial division inhibition or fusion activation | S. cerevisiae fusion-defective mutant growth rescue, CellTiterGlo 48 h | Potency, µM (series often up to 46.1 µM), for inactives: at the highest dose growth rescue (activation), usual class: activators | hit rate 0.23% among 320,000 | AID 485298;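 also: potency is read from the fitted curve at half-maximal effect; % of control where 0% means no effect; nearly all actives have a fitted effect of over 45% in size; temperature-sensitive fusion mutants such as fzo1-1 at 37 °C on non-fermentable ethanol glycerol medium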
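S. cerevisiae fusion-defective temperature-sensitive mutants (e.g. fzo1-1, mgm1-5) grown 48 h at 37C in YPEG (ethanol/glycerol non-fermentable) medium with 23 nl compound per well; growth rescue read as CellTiterGlo luminescence.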
AT treatment = potential ataxia-telangiectasia treatment; […] A-T fibroblasts, KAP-1 phosphorylation AlphaLISA; neocarzinostatin DNA damage 30 min before lysis; Potency, µM (doses to about 57.5 µM), for inactives: at the highest dose activation, hits mostly activators; hit rate 0.19% among 320,000; AID 485349; also: potency is read from the fitted curve at half-maximal effect; % of control where 0% means no effect; nearly all actives have a fitted effect of over 45% in size
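hTERT-immortalized A-T patient fibroblasts ([…]), 500 cells/well in OPTI-MEM, 1% FBS, got compounds for 60 min, then NCS for 30 min at 37C. Lysates were then assayed for phospho-KAP-1 by AlphaLISA (anti-pKAP1 donor, anti-KAP1 acceptor beads), 6 hr at 25C.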
a7 integrin act = activates integrin-mediated alleviation for muscular dystrophy; alpha7betagal myoblasts, beta-gal FDG fluorescence, 48 h; AID 624291; Potency, µM (titrated, usually from 38.3 µM), without a hit: at the highest dose activation, usual class: activators; hit rate 0.064% among 350,000;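 also: potency is read from the fitted curve at half-maximal effect; 100% = response of the positive control SU9516; nearly all actives have a fitted effect of over 60% in size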
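alpha7betagal+/- myoblasts (passage 13, 250/well) treated 48 h at 37C with compounds at 1:260 dilution of DMSO stock. Lysed, then beta-galactosidase activity read as FDG fluorescence (ex 480/em 540) after 30 min, with pre-read for autofluorescence.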
MLL CXXC-DNA inh = inhibitors of human MLL CXXC domain-DNA interaction; Q03164; MLL-CXXC / FITC-HOXA9 DNA fluorescence polarization; Potency, µM (series often up to 115 µM), for the others: top-dose activity change, negative = inhibition, usual class: inhibitors; AID 2662; hit rate 0.037% among 290,000; active = well fitted inhibition curve with a large enough effect in the polarisation, with a control signal flat, not every such curve was filed as active; inconclusive = small, poorly fitted or top-dose-only effect, or effect the other way, or a change in a side signal; inactive = no such curve, though single readings can be large or run the other way; the % refers to the polarisation; also: potency is read from the fitted curve at half-maximal effect
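Fluorescence polarization: 7 uM MLL-CXXC (stock) preincubated 5 min with compounds, then 50 nM fluorescein-HOX-A9 DNA (stock) added; 30 min ambient. Buffer 50 mM Tris-HCl pH 7.5, 50 mM NaCl, 1 mM DTT, 0.05% BSA.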
MBNL1-CUG inh = inhibitors of human MBNL1 binding to CUG repeat RNA. TR-FRET MBNL1-His/biotin-(CUG)12 binding, 665/545 ratio. hit rate 0.036% among 280,000. AID 2675. Potency, µM (titrated, usually from 57.5 µM), for the others: top-dose activity change, negative = inhibition, actives largely listed as inhibitors; active = well fitted inhibition curve with a large enough effect in the signal ratio, with a control signal flat, not every such curve was filed as active; inconclusive = small, poorly fitted or top-dose-only effect, or effect the other way, or a change in a side signal; inactive = no such curve, though single readings can be large or run the other way; the % refers to the signal ratio; also: potency is read from the fitted curve at half-maximal effect; % is scaled to controls: 0 for no effect and ±100 for the full control effect
Target sequence (Q9NR56 whole entry, looked up): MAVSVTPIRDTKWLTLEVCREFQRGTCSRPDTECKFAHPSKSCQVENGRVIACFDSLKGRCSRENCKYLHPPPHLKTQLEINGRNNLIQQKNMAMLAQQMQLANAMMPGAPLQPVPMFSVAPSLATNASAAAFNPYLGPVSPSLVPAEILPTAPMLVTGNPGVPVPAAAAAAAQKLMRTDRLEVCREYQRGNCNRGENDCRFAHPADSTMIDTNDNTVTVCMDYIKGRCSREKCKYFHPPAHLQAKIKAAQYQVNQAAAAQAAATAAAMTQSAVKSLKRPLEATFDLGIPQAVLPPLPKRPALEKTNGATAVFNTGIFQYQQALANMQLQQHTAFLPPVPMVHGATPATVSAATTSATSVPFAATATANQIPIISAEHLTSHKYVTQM
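TR-FRET readout: Ex 340 nm, 665/545 nm emission ratio, normalized to buffer-only (basal) and MBNL1-(CUG)12 controls. Complex of MBNL1-His with Biotin-(CUG)12, compounds 92 nM–58 uM, incubated 60 min at room temperature.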
TSG101-PTAP inh = blocks PTAP/TSG101 interaction to inhibit HIV-1 budding. Fluorescence polarization, FITC-PTAP peptide / Tsg101 binding. Potency, µM (top dose mostly 115 µM), for inactives: at the highest dose activity change, negative = inhibition, usual class: inhibitors. 340,000 tested, under 10 active. AID 493005; active = well fitted inhibition curve with a large enough effect in the main read-out, with a control signal flat, not every such curve was filed as active; inconclusive = small, poorly fitted or top-dose-only effect, or effect the other way, or a change in a side signal; inactive = no such curve, though single readings can be large or run the other way; also: potency is read from the fitted curve at half-maximal effect; % of control where 0% means no effect
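Compounds were pin-transferred onto Tsg101 binding domain (10 uM final) in HEPES pH 7.5 buffer, then FITC-PTAP peptide was added at 50 nM final. After 20 min at RT, polarization reported peptide displacement across a qHTS concentration series.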
Active calls of the source: *; u = inconclusive; x = not tested or not shown; [ ] = remark or other dose. Unless noted, calls follow the shape of the dose curve; as a rule, active = well fitted curve in the direction sought with a large enough effect; inconclusive = small, poorly fitted or top-dose-only effect, or another doubt; inactive = no such curve, though single readings can be large; an effect the other way counts as inactive or inconclusive. This is a subset; the hit share may differ from the screen's.

Start of the data: the first twelve compounds, to show the layout:
[1] COCC(C)NCc1cccc(OC)c1OC (configuration not stated)
[2] N#Cc1ccsc1NC(=O)CCN1C(=O)C2CCCCC2C1=O (configuration not stated)
[3] CCN(CC)S(=O)(=O)c1ccc(C(=O)Nc2nnc(NC(=S)Nc3ccccc3)s2)cc1
[4] COc1ccccc1CNC(=O)c1c(-c2ccccc2Cl)noc1C
[5] Nc1cnn(Cc2ccccc2F)c1
[6] O=C(NCc1ccc(F)cc1)C1C2C=CC3(CN(Cc4cccnc4)C(=O)C13)O2 (configuration not stated)
[7] CCCc1cc(=O)n2[nH]c(NCc3cccs3)nc2n1
[8] CN1CCN(C(=O)c2ccc3c(c2)N(Cc2ccccc2F)C(=O)c2ccccc2S3=O)CC1 (configuration not stated)

Assay by compound,1,2,3,4,5,6,7,8
MLL CXXC-DNA inh,0%,x,-26%,-11%,-2%,-10%,-2%,x
a7 integrin act,-9%,0%,-10%,-25%,-20%,22%,76%,-10%
TSHR antag,15,53,-12,-9,-1,2,8,-2
TSG101-PTAP inh,-6%,-4%,-3%,-6%,-2%,-7%,-8%,0%
Menin-MLL TR inh,0%,x,x,-11%,-20%,10%,-12%,-18%
S-ASM inh,-1%,0%,-21%,0%,2%,2%,-1%,3%
TCR act,4%,0%,-1%,-1%,11%,2%,2%,-3%
Mito fusion act,0%,x,6%,4%,-5%,-3%,1%,-4%
MBNL1-CUG inh,-1%,x,13%,-2%,10%,6%,-15%,0%
AT treatment,-5%,23%,-3%,1%,19%,8%,x,1%

[9] CC(=O)Nc1ccc2c(COC(=O)CC3Sc4ccccc4NC3=O)cc(=O)oc2c1 (configuration not stated)
[10] CC(C)(C)CC(C)(C)c1ccc(OCCOCC[N+](C)(C)Cc2ccccc2)cc1
[11] COc1ccc(Cl)cc1NC(=S)NN1CCOCC1
[12] CCOc1ccc(-n2c(-c3ccccc3)c[n+]3c2CCC3)cc1

Assay by compound,9,10,11,12
MLL CXXC-DNA inh,1%,x,0%,13%
a7 integrin act,23%,x,12%,u
TSHR antag,3,x,11,0
TSG101-PTAP inh,0%,-1%,-6%,-8%
Menin-MLL TR inh,u,u,-23%,0%
S-ASM inh,1%,u,2%,-1%
TCR act,-1%,-3%,3%,-14%
Mito fusion act,1%,-44%[inhibitor],-12%,-2%
MBNL1-CUG inh,2%,x,1%,-4%
AT treatment,6%,-1%,2%,2%

All compounds of this part (from the top)
[1] COCC(C)NCc1cccc(OC)c1OC (configuration not stated)
[2] N#Cc1ccsc1NC(=O)CCN1C(=O)C2CCCCC2C1=O (configuration not stated)
[3] CCN(CC)S(=O)(=O)c1ccc(C(=O)Nc2nnc(NC(=S)Nc3ccccc3)s2)cc1
[4] COc1ccccc1CNC(=O)c1c(-c2ccccc2Cl)noc1C
[5] Nc1cnn(Cc2ccccc2F)c1
[6] O=C(NCc1ccc(F)cc1)C1C2C=CC3(CN(Cc4cccnc4)C(=O)C13)O2 (configuration not stated)

Assay by compound,1,2,3,4,5,6
MLL CXXC-DNA inh,0%,x,-26%,-11%,-2%,-10%
a7 integrin act,-9%,0%,-10%,-25%,-20%,22%
TSHR antag,15,53,-12,-9,-1,2
TSG101-PTAP inh,-6%,-4%,-3%,-6%,-2%,-7%
Menin-MLL TR inh,0%,x,x,-11%,-20%,10%
S-ASM inh,-1%,0%,-21%,0%,2%,2%
TCR act,4%,0%,-1%,-1%,11%,2%
Mito fusion act,0%,x,6%,4%,-5%,-3%
MBNL1-CUG inh,-1%,x,13%,-2%,10%,6%
AT treatment,-5%,23%,-3%,1%,19%,8%

[7] CCCc1cc(=O)n2[nH]c(NCc3cccs3)nc2n1
[8] CN1CCN(C(=O)c2ccc3c(c2)N(Cc2ccccc2F)C(=O)c2ccccc2S3=O)CC1 (configuration not stated)
[9] CC(=O)Nc1ccc2c(COC(=O)CC3Sc4ccccc4NC3=O)cc(=O)oc2c1 (configuration not stated)
[10] CC(C)(C)CC(C)(C)c1ccc(OCCOCC[N+](C)(C)Cc2ccccc2)cc1
[11] COc1ccc(Cl)cc1NC(=S)NN1CCOCC1
[12] CCOc1ccc(-n2c(-c3ccccc3)c[n+]3c2CCC3)cc1

Assay by compound,7,8,9,10,11,12
MLL CXXC-DNA inh,-2%,x,1%,x,0%,13%
a7 integrin act,76%,-10%,23%,x,12%,u
TSHR antag,8,-2,3,x,11,0
TSG101-PTAP inh,-8%,0%,0%,-1%,-6%,-8%
Menin-MLL TR inh,-12%,-18%,u,u,-23%,0%
S-ASM inh,-1%,3%,1%,u,2%,-1%
TCR act,2%,-3%,-1%,-3%,3%,-14%
Mito fusion act,1%,-4%,1%,-44%[inhibitor],-12%,-2%
MBNL1-CUG inh,-15%,0%,2%,x,1%,-4%
AT treatment,x,1%,6%,-1%,2%,2%

[13] O=C(NCc1ccco1)c1ccc2c(c1)N(Cc1ccccc1)CCS2
[14] Cc1ccc(NCc2nnc(SCC(N)=O)o2)c(C)c1
[15] COc1ccc(Cc2noc(-c3ccc(C)cc3)n2)cc1
[16] COc1ccc2cc3cc(C(=O)NCCc4ccc(OC)c(OC)c4)oc3nc2c1
[17] Cc1n[nH]c(=O)n1-c1cccc(C(F)(F)F)c1
[18] Cc1ccnc(NS(=O)(=O)c2ccc(NC(=O)C3CCCCC3C(=O)O)cc2)n1 (configuration not stated)

Assay by compound,13,14,15,16,17,18
MLL CXXC-DNA inh,-3%,3%,-5%,-6%,3%,-10%
a7 integrin act,u,-15%,4%,13%,13%,15%
TSHR antag,-12,-15,-5,-26,25,-4
TSG101-PTAP inh,0%,1%,-2%,-2%,-7%,-2%
Menin-MLL TR inh,x,-13%,2%,u,8%,9%
S-ASM inh,349%[activator],0%,15%,73%[activator],6%,9%
TCR act,-2%,6%,x,-15%,4%,0%
Mito fusion act,8%,0%,-1%,6%,0%,-2%
MBNL1-CUG inh,13%,9%,-4%,u,-7%,-2%
AT treatment,-8%,2%,4%,1%,0%,-1%

Compound profiles (already shown). Values in the order: MLL CXXC-DNA inh | a7 integrin act | TSHR antag | TSG101-PTAP inh | Menin-MLL TR inh | S-ASM inh | TCR act | Mito fusion act | MBNL1-CUG inh | AT treatment
`Cc1ccnc(NS(=O)(=O)c2ccc(NC(=O)C3CCCCC3C(=O)O)cc2)n1` (configuration not stated) in the list: -10% | 15% | -4 | -2% | 9% | 9% | 0% | -2% | -2% | -1%
`Cc1ccc(NCc2nnc(SCC(N)=O)o2)c(C)c1` in the list: 3% | -15% | -15 | 1% | -13% | 0% | 6% | 0% | 9% | 2%

Later entries.
[19] OCCC1CN(C2CCN(c3ccccc3)CC2)CCN1Cc1ccc(F)c(F)c1 (configuration not stated)
[20] CC(C)(C)c1ccc(-c2cc(N)n[nH]2)cc1
[21] O=S(=O)(Nc1ccc2ccccc2n1)c1ccc2c(c1)CCO2
[22] Cc1onc(-c2ccccc2)c1C(=O)NCCSCc1ccco1
[23] CCN1CCN(S(=O)(=O)c2ccc(S(=O)(=O)N(CC)Cc3ccccc3)cc2)CC1
[24] CC(C)c1ccc(NC(=O)[C@@H](NC(=O)N2CC(=O)Nc3ccccc32)C(C)C)cc1
[25] CC(C)(C)C(=O)C(C(c1ccccc1)N1CCOCC1)N1CCOCC1 (configuration not stated)
[26] COc1ccc(C(=O)NCC(=O)N2CCN(c3ccccc3)CC2)cc1
[27] CCOC(=O)C(CO)(NC(C)=O)C(=O)OCC

Assay by compound,19,20,21,22,23,24,25,26,27
MLL CXXC-DNA inh,-4%,u,2%,x,13%,7%,x,7%,-1%
a7 integrin act,0%,10%,25%,13%,-25%,-19%,31%,10%,-21%
TSHR antag,-1,9,12,x,1,-18,x,-16,9
TSG101-PTAP inh,0%,-2%,-5%,-1%,-5%,-1%,0%,0%,-7%
Menin-MLL TR inh,1%,0%,x,x,22%,x,x,-2%,-3%
S-ASM inh,-1%,-3%,5%,-2%,-1%,-4%,2%,-1%,1%
TCR act,-5%,1%,8%,8%,1%,-8%,2%,-4%,-1%
Mito fusion act,-3%,-1%,2%,x,-3%,-2%,x,4%,0%
MBNL1-CUG inh,2%,-8%,-9%,x,1%,6%,x,0%,0%
AT treatment,-2%,4%,3%,5%,-7%,-4%,x,-2%,17%
